# PTHR1 ag: agonists of human PTHR1 parathyroid hormone receptor; 0.075% of 410,000 active; AID 743266; HEK293 GP2 PTHR1 cells, GloSensor cAMP luminescence, 1 h; Q03431; Potency, µM (series often up to 115 µM), inactives show at the top dose activation, most hits filed as activators; note: potency is the fitted concentration of half-maximal effect; nearly all actives have a fitted effect of over 55% in size; some results filed as inactive show a strong effect at the top dose; inactives centre near -15; many of its hits are not listed in these tables
#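 HEK-293-derived GP2 cells expressing PTHR1 and a GloSensor cAMP reporter, 3,000/well, plated overnight, given luciferin plus IBMX (each 0.5 mM as added) for 1 h at 37 °C, then compound for 1 h at 37 °C. Luminescence was read after 15 min at room temperature.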
# Akt phos inh: blocks phosphorylation of Akt; activity change, % for hits at 50 µM; 0.32% of 360,000 active; Neuro2A IGF-stimulated pAkt S473 HTRF, 20 min; stronger effect = lower value; in the data active = activity change below about -80%; inconclusive = mostly about -51% to -80%; note: % is set by controls: 0 for no effect and ±100 for the full control effect
#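 Neuro2A cells (4,500/well, DMEM with 0.5% FBS) were treated with compound at a single 50 µM final concentration, stimulated with 6 nM IGF for 20 min at 37 °C, and lysed. Phospho-Akt Ser473 was read by HTRF as 665/615 ratio ×10^4.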
# TDP43 rescue: rescues yeast growth from TDP-43 toxicity; TDP-43 expressing yeast growth rescue, BacTiter-Glo, 24 h; Potency, µM (titrated, usually from 46.1 µM), inactives show top-dose growth rescue (activation), actives largely listed as activators; 1.8% of 410,000 active; AID 652104; note: potency is the fitted concentration of half-maximal effect; % of control where 0% means no effect; nearly all actives have a fitted effect of over 50% in size
#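 Readout is BacTiter-Glo luminescence of cell growth, so inhibitors register as activators. TDP-43-expressing yeast at OD600=0.02 in galactose medium, after raffinose pregrowth to mid-log, were incubated with compound for 24 hr at 30 deg C.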
# FUS suppressor: rescues growth of FUS-expressing yeast. S. cerevisiae FUS-expressing, growth rescue, OD600, 24 h. Potency, µM (series often up to 76.6 µM), inactives show at the top dose growth rescue (activation), actives largely listed as activators. 0.24% of 390,000 active. AID 1347120;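 note: potency is the fitted concentration of half-maximal effect; plate controls were DMSO vehicle for no effect and reference control for full effect; nearly all actives have a fitted effect of over 55% in size; some results filed as inactive show a strong effect at the top dose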
#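 Quantitative HTS measuring growth restoration of FUS-toxic yeast. Galactose-induced cells (OD 0.005) were exposed 24hr at 30C to compounds at several concentrations, then absorbance at 600 nm was recorded.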
# Abeta yeast res: compounds reversing amyloid beta toxicity in yeast | yeast expressing A-beta42, growth rescue, OD600, 48 h; response scale: 0% DMSO, 100% iron-clioquinol control | Potency, µM (top dose mostly 46.1 µM), inactives show top-dose growth rescue, actives largely listed as activators | 0.063% of 410,000 active; note: potency is the fitted concentration of half-maximal effect; nearly all actives have a fitted effect of over 55% in size
#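 Yeast growth medium received pinned compounds, then yeast cells expressing toxic A-beta were added; plates incubated at 30 C for 48 hr. Growth read as absorbance at 600 nm, normalized to DMSO and equimolar FeCl3 plus clioquinol controls.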
# GLP1R inv ag: inverse agonists of human GLP-1 receptor. Potency, µM (titrated, usually from 38.3 µM), without a hit: top-dose activity change, negative = inhibition, actives largely listed as inhibitors. 1.6% of 410,000 active. HEK293 GLP-1R CRE-luciferase, luminescence, 24 h; GLP-1R form is constitutively active. P43220; note: potency is the fitted concentration of half-maximal effect; % is set by controls: 0 for no effect and ±100 for the full control effect; nearly all actives have a fitted effect of over 55% in size
# Target sequence (P43220 whole entry, looked up): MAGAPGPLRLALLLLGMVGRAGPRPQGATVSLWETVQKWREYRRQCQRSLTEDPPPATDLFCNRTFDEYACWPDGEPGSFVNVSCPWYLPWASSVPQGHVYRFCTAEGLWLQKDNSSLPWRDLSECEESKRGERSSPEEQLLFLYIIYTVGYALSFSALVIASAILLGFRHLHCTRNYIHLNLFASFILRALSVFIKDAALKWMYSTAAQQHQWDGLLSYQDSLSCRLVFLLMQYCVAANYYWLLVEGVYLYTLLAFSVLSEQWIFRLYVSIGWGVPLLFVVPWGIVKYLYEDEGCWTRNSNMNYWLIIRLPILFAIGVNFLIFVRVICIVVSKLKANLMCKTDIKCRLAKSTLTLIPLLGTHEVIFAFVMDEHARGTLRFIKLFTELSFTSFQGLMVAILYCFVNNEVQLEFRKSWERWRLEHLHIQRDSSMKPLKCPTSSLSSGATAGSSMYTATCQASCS
#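 Cells are plated, allowed 12 hours at 37 deg C, then treated with compounds for 24 hr before luciferase detection reagent is added and luminescence is read after 12 min at room temperature. The HEK293 line carries constitutively active GLP-1R with a cAMP-responsive reporter.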
# GLP-1R agonist: GLP-1 receptor (human) agonism; P43220; HEK293 GLP-1R CRE-luciferase, luminescence, 4-6 h; cells express a hypersensitive GLP-1R form; Potency, µM (doses to about 45.6 µM), for the others: at the highest dose activation, usual class: activators; 0.007% of 380,000 active; note: potency is the fitted concentration of half-maximal effect; % of control where 0% means no effect
# aSyn rescue: inhibitors of alpha-synuclein toxicity in yeast; Yeast expressing alpha-synuclein, growth rescue, BacTiter-Glo, 24 h; Potency, µM (titrated, usually from 46.1 µM), inactives show top-dose growth rescue (activation), actives largely listed as activators; 0.14% of 370,000 active; AID 652106; note: potency is the fitted concentration of half-maximal effect; % of control where 0% means no effect; nearly all actives have a fitted effect of over 65% in size
#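 Galactose-induced alpha-syn yeast (OD600=0.02, raffinose-pregrown) + pinned cpd, 24 hr, 30 deg C; growth by BacTiter-Glo luminescence. Growth restoration scores as activation.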
# D3 antag: antagonists of human D3 dopamine receptor; AID 652054; P35462; max response, negative = inhibition, %; 2.5% of 360,000 active; D3R cells, DiscoveRx beta-arrestin luminescence, antagonist mode; stronger effect = lower value; in the data active = max response below about -50%; inconclusive = no clear call, values can overlap the other calls; note: % is set by controls: 0 for no effect and ±100 for the full control effect; mostly tested at two doses, the higher about 12 µM
# Target sequence (P35462 whole entry, looked up): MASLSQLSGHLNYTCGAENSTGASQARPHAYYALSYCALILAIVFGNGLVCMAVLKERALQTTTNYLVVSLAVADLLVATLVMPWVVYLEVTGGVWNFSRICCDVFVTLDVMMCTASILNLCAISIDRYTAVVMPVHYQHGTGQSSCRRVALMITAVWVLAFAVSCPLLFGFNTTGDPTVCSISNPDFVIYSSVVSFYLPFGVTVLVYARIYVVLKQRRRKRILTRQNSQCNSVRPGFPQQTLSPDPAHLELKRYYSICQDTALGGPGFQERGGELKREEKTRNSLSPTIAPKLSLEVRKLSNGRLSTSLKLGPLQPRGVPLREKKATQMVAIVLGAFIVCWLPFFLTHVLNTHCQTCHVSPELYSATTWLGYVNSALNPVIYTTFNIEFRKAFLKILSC
#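 Cells plated overnight at 1500 cells/well, then exposed to library compounds with dopamine controls for 90 minutes at 37 degrees C. DiscoveRx reagent added for 30–60 minutes at room temperature; luminescence read, quantitative HTS format.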
# * hit, by the source's call; i = inactive; ? = inconclusive; . = not tested or not shown; [ ] = dose if it differs, or a comment. Unless noted, calls come from the whole dose curve; as a rule, active = well fitted curve in the direction sought with a large enough effect; inconclusive = small, poorly fitted or top-dose-only effect, or another doubt; inactive = no such curve, though single readings can be large; an effect the other way counts as inactive or inconclusive.
SMILES,PTHR1 ag,Akt phos inh,TDP43 rescue,FUS suppressor,Abeta yeast res,GLP1R inv ag,GLP-1R agonist,aSyn rescue,D3 antag
CSc1ccc(/C=C(\NC(=O)c2ccccc2)C(=O)NCCN2CCOCC2)cc1,-13%,i,-21%,19%,-10%,16%,2%,-2%,-9
Cc1n[nH]c(=S)n(NC(=O)/C=C/C(=O)Nn2c(=S)[nH]nc(C)c2=O)c1=O,-16%,i,-9%,20%,-32%,12%,0%,-11%,-14
Cc1cc(C(=O)CSc2cccc[n+]2[O-])c(C)n1-c1ccc(OC(F)F)cc1,-24%,i,14µM*,28%,-11%,-26%,9%,-7%,12
CCOc1ccc(NC(=S)Nc2ccc(C)c([N+](=O)[O-])c2)cc1,-1%[57.5 µM],i,-2%,24%,3%,0%,-9%,-4%,7
O=C(c1cn(-c2ccccc2)nc1-c1ccc(Br)cc1)N1CCOCC1,i,i,16%,.,6%,?,7%,0%,-9
CCN1C(=O)/C(=C/c2c(C)nn(C)c2C)SC1=S,i,i,-7%,7%,-5%,0%,7%,7%,-8
Cc1cc(N2C(=O)C3CCC(c4ccccc4)CC3C2=O)no1 (stereo unspecified),i,i,15%,1%,1%,6%,7%,3%,6
O=C(Nc1cccnc1)/C(N=Nc1cccnc1)=C(\O)c1ccccc1,i,i,-1%,67%,-1%,17%,12%,-7%,-15
Cc1cccc(NN=C2c3ccccc3-c3ccccc32)c1,-24%,i,15%,13%,-4%,?,1%,2%,203
CC(=O)N1CCc2cc(S(=O)(=O)NC3CCCc4ccccc43)ccc21 (stereo unspecified),-43%[inhibitor],i,11%,12%,11%,-8%,1%,15%,15
Cc1cccc(C)c1NC(=O)COC(=O)CCc1ccc(S(=O)(=O)N2CCCCC2)cc1,i,i,7%,.,6%,-11%,0%,-5%,4
O=C(Nc1ccccc1)/C(=C/c1cccc(Br)c1)NC(=O)c1ccco1,-5%,i,15%,-10%,-6%,2%,6%,6%,-1
C=CCOc1ccc(/C=C2\SC(=Nc3cccnc3)NC2=O)cc1,i,i,-3%,18%,-8%,35%[activator],12%,2%,-7
O=C(O)c1cccc(NC(=O)c2ccc3c(c2)C(=O)N(c2ccccc2)C3=O)c1,-32%[inhibitor],i,?,31%,-23%,3%,-1%,-8%,-8
CCc1nc2c(cnn2-c2ccc(Cl)cc2)c(=O)n1-c1ccc2c(c1)OCCO2,-23%[57.5 µM],i,-5%,8%,10%,-1%,-8%,5%,6
COc1ccc(-c2c(C#N)c(SCC(=O)c3cc4ccccc4oc3=O)nc(C)c2C(=O)Nc2ccccc2)cc1,-15%,i,11%,?,21%,3%,-14%,9%,-5
Cc1ccc(Cl)cc1NC(=O)COC(=O)CC(C)(C)C,-18%,i,?,-7%,8%,-22%,10%,0%,3
NC(Cc1ccc(F)cc1)c1csc(Nc2cc(Oc3ccccc3)ncn2)n1 (stereo unspecified),-8%,i,0%,18%,-5%,?,-6%,-17%,11
COc1ccc(CCNS(=O)(=O)c2ccc3c(c2)n(C)c(=O)c(=O)n3C)cc1OC,i,i,0%,-11%,1%,17%,-3%,-18%,-3
CC1=C(C(=O)Nc2ccc(C)cc2C)C(c2cccc(Cl)c2)n2nc(C(=O)OC(C)C)nc2N1 (stereo unspecified),i,i,10%,.,-5%,-29%,2%,-1%,11
CC(C)Cc1nnc(NC(=O)c2ccc([N+](=O)[O-])cc2)s1,-20%[57.5 µM],i,-30%[inhibitor],?,-23%,1%,-5%,-5%,-14
Cc1ccc(CONC(=O)c2ccc([N+](=O)[O-])cc2)cc1,i,i,5%,-18%,9%,14%,1%,-6%,-25
C=CCN(c1ccccc1)S(=O)(=O)c1ccc2c(c1)NC(=O)C(C)S2 (stereo unspecified),-12%,i,22%,16%,17%,7.1µM*,1%,-2%,-8
Cc1cc(=O)oc2cc(OCCSCCN3CCCCC3)ccc12,i,i,8%,-1%,2%,4%,18%,0%,-66*
Cc1sc2nc(CN3CCOCC3)nc(NS(=O)(=O)c3ccccc3)c2c1C,i,i,0%,2%,22%,7%,-10%,9%,0

# Retrieved by structure from the list above:
SMILES,PTHR1 ag,Akt phos inh,TDP43 rescue,FUS suppressor,Abeta yeast res,GLP1R inv ag,GLP-1R agonist,aSyn rescue,D3 antag
C=CCOc1ccc(/C=C2\SC(=Nc3cccnc3)NC2=O)cc1,i,i,-3%,18%,-8%,35%[activator],12%,2%,-7
CSc1ccc(/C=C(\NC(=O)c2ccccc2)C(=O)NCCN2CCOCC2)cc1,-13%,i,-21%,19%,-10%,16%,2%,-2%,-9
O=C(c1cn(-c2ccccc2)nc1-c1ccc(Br)cc1)N1CCOCC1,i,i,16%,.,6%,?,7%,0%,-9
Cc1n[nH]c(=S)n(NC(=O)/C=C/C(=O)Nn2c(=S)[nH]nc(C)c2=O)c1=O,-16%,i,-9%,20%,-32%,12%,0%,-11%,-14
CCN1C(=O)/C(=C/c2c(C)nn(C)c2C)SC1=S,i,i,-7%,7%,-5%,0%,7%,7%,-8

# The list continues.
SMILES,PTHR1 ag,Akt phos inh,TDP43 rescue,FUS suppressor,Abeta yeast res,GLP1R inv ag,GLP-1R agonist,aSyn rescue,D3 antag
Cc1cc(C(=O)Nc2cccc(-c3ccc(N4CCOCC4)nn3)c2)ccc1[N+](=O)[O-],-21%,i,-17%,?,-6%,?,11%,-4%,0
O=C1C2C(C(=O)N1/N=C/c1cc([N+](=O)[O-])ccc1O)C1C=CC2C12CC2 (stereo unspecified),-8%[57.5 µM],i,-34%[inhibitor],-26%,-28%,-18%,0%,-32%[inhibitor],?
CCN(CC)CCNC(=O)c1ccc(NC(=O)COc2ccc3c(c2)CCC3)cc1,22%,i,-5%,-10%,13%,4.5µM*,7%,-3%,-12
C/C(=N\N1CCN(c2ccccc2)CC1)c1ccco1,i,i,-9%,4%,-12%,18%,3%,0%,2
COc1ccc(NC(=O)c2cn3c(nc4ccccc43)c(C#N)c2C)cc1,-28%,i,-1%,-23%,26%,14%,-1%,-1%,0
CCOC(=O)c1ccc(-c2ccc(/C=C(\C#N)C(=O)NCc3cccs3)o2)cc1,-26%,i,-2%,-10%,-4%,22%,2%,-3%,-16
COc1ccccc1N1CCN(Cc2nc(-c3ccc(F)cc3)oc2C)CC1,-30%,i,-2%,-17%,12%,?,7%,-2%,-115*
CC(=O)N(CCC(c1ccccc1)c1ccco1)Cc1cccs1 (stereo unspecified),i,i,12%,43%,-24%,?,0%,7%,-20
CSc1nc(N(CCO)CCO)c2sc3nc(-c4ccco4)c4c(c3c2n1)CCC4,i,i,5%,18%,1%,?,0%,3%,-7
Cc1ccc(NC(=O)Cn2cnc3c(NCc4ccccc4)ncnc32)cc1C,-2%,i,21%,-24%,3%,3%,12%,-2%,-12
CCCCNC(=O)c1ccc(S(=O)(=O)c2ccc(Cl)cc2)c(NC(C)=O)c1,-13%,i,-28%,9%,-8%,0%,7%,-16%,-12
CC(C)n1c(SCC(=O)Nc2nc3c(s2)CCCC3)nc2c1c(=O)n(C)c(=O)n2C,-32%[inhibitor][57.5 µM],i,-4%,26%,-9%,-29%,11%,18%,?
O=c1c2ccccc2oc2cc(Br)ccc12,-7%,i,9%,-27%,-14%,30%,12%,?,18
Cn1c(/C=C/c2ccc([N+](=O)[O-])o2)nc2ccccc2c1=O,-10%,i,-92%[inhibitor],6%,-92%[inhibitor],?,1%,-67%[inhibitor],-17
Cc1ccc(N2C(=O)CS(=O)(=O)C23C(=O)N(Cc2ccccc2F)c2ccccc23)cc1Cl (stereo unspecified),i,.,49%,9%,5%,0%,-1%,.,.
CNc1nc(Sc2ccc(C)cc2)cc(C(F)(F)F)n1,?,i,10%,-6%,-4%,0%,16%,-14%,-13
COCCN(CC(=O)Nc1cccc(C)c1C)C(=O)c1oc2c(Cl)cccc2c1C,-9%,i,11%,.,2%,-33%,13%,6%,14
CC(=O)N1c2ccccc2C(=O)C1N1CCCCC1 (stereo unspecified),i,.,-5%,9%,8%,-29%,5%,0%,0
COc1cccc(CNCCc2c[nH]c3ccccc23)c1OCc1ccccc1F,i,i,-18%,20%,19%,?,-2%,-13%,-15
CC1CCCCC1NC(=S)Nc1cccc(S(=O)(=O)N(C)C)c1 (stereo unspecified),i,i,-9%,12%,-7%,?,6%,-2%,?
CCOc1ccccc1NC(=O)CSc1ccc2nc(-c3ccccc3)cn2n1,-41%[inhibitor],.,12%[9.22 µM],-9%,9%,14%,.,.,.
O=C(Nc1ncc2c(n1)-c1ccccc1OC2)c1ccccc1Cl,i,i,19%,15%,-21%,0%,1%,-11%,-19
CC1CCC(NC(=O)Cn2c(=O)oc3cc(S(=O)(=O)N4CCCC4)ccc32)CC1 (stereo unspecified),1%,i,12%,-16%,2%,?,0%,0%,?
Cc1cccc(S(=O)(=O)NC(=O)C2(C)CCN2C(=O)CC2CCCCC2)c1 (stereo unspecified),-12%,i,15%,-1%,6%,13%,1%,5%,-4
O=C(COC(=O)c1ccccc1-n1cnnn1)c1ccc(F)cc1,-68%[inhibitor],i,-13%,11%,-3%,-5%,14%,3%,0
C[C@@H]1NC(=O)/C(=C\c2ccccc2Br)NC1=O,i,i,5%,5%,-8%,38%[activator],-1%,-7%,-15
CCOc1ccc(-n2c(SCC(=O)Nc3nccs3)nc3c(c2=O)SCC3)cc1,i,i,20%,-17%,7%,10%,0%,0%,10
CC(C)(C)c1ccc(OCc2ccc(C(=O)N/N=C/c3ccc(O)c(O)c3)cc2)cc1,-13%,i,8%,40%,-38%,?,10%,-22%,14
CN=C(Nc1cc(C)nn1-c1ccccc1)c1ccc(F)cc1,3%[57.5 µM],i,-6%,-20%,5%,-24%,2%,-5%,1
Cc1cc(C)n2c(SCC(=O)Nc3ncc(C(F)(F)F)cc3Cl)nnc2n1,i,i,-3%,45%,-1%,12%,7%,-3%,-2

# Some of the compounds tested; count on the stated rates, not on these rows.
